PI4K2A block = qHTS for small molecular inhibitors of PI4K2A; Phosphatidylinositol 4-kinase type 2-alpha (Homo sapiens), Q9BTU6; hit rate 0.13% among 420,000; activity change, negative = inhibition, % at 76.9 µM; AID 1346378, 2018; purified PI4K2A, ADP-Glo luminescence, 1 h; active compounds read low; in the data active = activity change below about -50%;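 note: -100% = wells without enzyme as full effect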
Target sequence (Q9BTU6 whole entry, looked up): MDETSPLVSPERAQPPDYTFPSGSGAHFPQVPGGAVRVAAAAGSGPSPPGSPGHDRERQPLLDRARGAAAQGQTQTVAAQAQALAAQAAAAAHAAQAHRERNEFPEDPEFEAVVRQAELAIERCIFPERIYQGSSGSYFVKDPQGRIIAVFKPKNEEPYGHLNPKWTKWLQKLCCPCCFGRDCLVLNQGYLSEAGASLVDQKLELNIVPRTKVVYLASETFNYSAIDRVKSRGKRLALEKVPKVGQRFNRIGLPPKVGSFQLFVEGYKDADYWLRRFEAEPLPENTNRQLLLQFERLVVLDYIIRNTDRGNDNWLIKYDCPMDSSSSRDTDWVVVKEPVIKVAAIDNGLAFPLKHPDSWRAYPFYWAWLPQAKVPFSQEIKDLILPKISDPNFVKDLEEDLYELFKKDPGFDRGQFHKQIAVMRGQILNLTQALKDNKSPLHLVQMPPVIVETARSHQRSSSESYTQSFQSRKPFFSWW
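PI4K2A activity was measured by ADP-Glo luminescence: enzyme (4 ug/mL stock) and phosphatidylinositol (1.2 mM stock) in Tris pH 7.5/MgCl2/EGTA/Triton X-100 buffer were reacted with ATP (300 microM stock) for one hour at ambient temperature.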
The depositor's hits bear a star; i = inactive.

PI4K2A block	Molecule
1	COc1ccc(OC)c(CN2C(=O)c3ccccc3C2c2nnnn2C(C)C)c1 (stereo unspecified)
4	CCOC(=O)[C@]12CCC=C1N(Cc1cccc3ccccc13)C(=O)[C@H](CC(=O)NCCCOC)C2
0	COc1ccc(S[C@]2(C(=O)N3CCOCC3)CC(=O)N(C(=O)Nc3ccc(C)c(Cl)c3)[C@@H]2c2ccc(OC)cc2)cc1
2	COc1ccc(-c2noc([C@@H]3O[C@H](CO)[C@H](O)[C@H](O)[C@H]3O)n2)cc1OC
2	COc1ccc(C(=O)c2[nH]c(N)c(C(=O)NCCc3c[nH]c4ccccc34)c2-c2ccc(OC)c(OC)c2)cc1
8	Cc1nn(-c2ccccc2)c2sc(C(=O)NC3CCCc4ccccc43)cc12 (stereo unspecified)
-6	Cc1ccc(NC(=S)NNC(=O)CSc2nnc(SCc3ccccc3Cl)s2)cc1
3	O=C(C(=O)N1CCN(CCN2CCOCC2)CC1)c1ccccc1
-14	Cc1ccc(Cc2c(-c3ccco3)nc3c4ccccc4ccn23)cc1
-5	O=C(NC1CC1)c1ccc2nc([C@H]3C[C@H](O)[C@@H](CO)O3)[nH]c2c1
1	CC1(C(=O)Nc2cccc3ncccc23)CCN1C(=O)C1(c2ccccc2)CC1 (stereo unspecified)
-6	CCCCNC(=O)c1nc(C2CCN(S(=O)(=O)c3cccc(C(F)(F)F)c3)CC2)oc1-c1cccc(C(F)(F)F)c1
1	CC(C)C(N)c1csc(NC(=O)Nc2cccc(C(F)(F)F)c2)n1 (stereo unspecified)
0	CC(=O)Nc1ccc(NC(=O)c2csc([C@@H]3O[C@H](CO)[C@H](O)[C@H](O)[C@H]3O)n2)cc1
-2	COc1ccc(CN2C(=O)CN(S(C)(=O)=O)CC2(C)C(=O)Nc2c(C)cccc2C)cc1 (stereo unspecified)
-1	CCCS(=O)(=O)NC(=O)C1(C)CCN(C(=O)c2ccc(OC(F)F)cc2)C1 (stereo unspecified)
-4	Cc1cccc(C)c1NC(=O)C1(C)CN(S(C)(=O)=O)CC(=O)N1CCCn1ccnc1 (stereo unspecified)
-3	COc1cccc(C(O)c2ncc(-c3ccc(C(F)(F)F)cc3)[nH]2)c1 (stereo unspecified)
3	COc1ccc(-n2c(SCC(=O)Nc3ccc(Oc4ccccc4)cc3)nnc2-c2cccnc2)cc1
-15	COc1ccc(/C=C/S(=O)(=O)NCc2ccccc2)c(CNC(=O)OC(C)(C)C)c1
2	CCCNC(=O)C1(C)CCCN(C(=O)c2cccc(Cl)c2)C1 (stereo unspecified)
-4	CN(C)c1cccc(Nc2ccc(-c3ccc(OC(F)(F)F)cc3)cn2)c1
3	Cc1noc(C)c1-c1ccc(C(=O)NCc2ccncc2)c2occc12
-2	COCOc1cccc(CN2CCC2(C)C(=O)Nc2ccc3c(c2)OCO3)c1 (stereo unspecified)
-9	OCC[C@@H]1C[C@H](O)[C@@H](O)[C@@]2(OCc3ccc(CO)cc32)O1
-6	C(=C\c1ccccc1)/CN1CCN(C(c2cccc3ccccc23)c2nnnn2-c2ccc3c(c2)OCCO3)CC1 (stereo unspecified)
7	c1ccc(OCc2nnc(SCc3nc4ccccc4[nH]3)n2-c2ccccc2)cc1
1	CCOC(=O)C1=C[C@@H](C(C)(C)C)N(S(=O)(=O)c2ccc([N+](=O)[O-])cc2)[C@H]1c1ccccc1
-1	CC(C)CN1C(=O)[C@@]2(CC(=O)N(C)C2c2ccccc2)c2cc(-n3cc(C(C)(C)O)nn3)ccc21 (stereo partly specified)
0	CCN(CC)C(=O)c1cccc(-c2csc(C(C)(NC(C)=O)c3ccc(OC)cc3)n2)c1 (stereo unspecified)

Pulled by structure from the list above (six):
PI4K2A block	Molecule
3	Cc1noc(C)c1-c1ccc(C(=O)NCc2ccncc2)c2occc12
0	COc1ccc(S[C@]2(C(=O)N3CCOCC3)CC(=O)N(C(=O)Nc3ccc(C)c(Cl)c3)[C@@H]2c2ccc(OC)cc2)cc1
-6	C(=C\c1ccccc1)/CN1CCN(C(c2cccc3ccccc23)c2nnnn2-c2ccc3c(c2)OCCO3)CC1 (stereo unspecified)
4	CCOC(=O)[C@]12CCC=C1N(Cc1cccc3ccccc13)C(=O)[C@H](CC(=O)NCCCOC)C2
2	CCCNC(=O)C1(C)CCCN(C(=O)c2cccc(Cl)c2)C1 (stereo unspecified)
0	CC(=O)Nc1ccc(NC(=O)c2csc([C@@H]3O[C@H](CO)[C@H](O)[C@H](O)[C@H]3O)n2)cc1

Following part.
PI4K2A block	Molecule
2	Oc1ccc(F)c(CN2CCN(c3ncc(Cc4ccccc4)cn3)CC2)c1
-3	COc1ccc(Cl)cc1Cn1c(C)c(C(=O)NCc2ccc3c(c2)OCCO3)sc1=O
-1	C[C@H](NC(CCc1ccccc1)C(=O)O)C(=O)N1CCC[C@H]1C(=O)O (stereo partly specified)
-4	CC(C)N1CCC1(C)C(=O)Nc1ccc2cn[nH]c2c1 (stereo unspecified)
-2	COc1cc(OC)cc(C2=Cc3ccccc3C(CC(=O)c3ccco3)N2c2ccc(-c3cccnc3)cc2)c1 (stereo unspecified)
-7	OC(c1ccc(Cl)cc1)c1ncc(-c2cccc(C(F)(F)F)c2)[nH]1 (stereo unspecified)
-5	Cc1ccc(CN2CCCCC(NC(=O)c3ccc4ccccc4c3)C2=O)cc1 (stereo unspecified)
0	CCOC(=O)[C@@]12CCC3=C1N(CCC3)C(=O)[C@H](CC(=O)NCC1CCCCC1)C2
2	Cc1ccccc1-c1cc2nc(NCCOc3ccccc3Cl)n(C)c(=O)c2s1
-3	CC(C)(C)c1ccc2cc(F)cc(F)c2n1
-6	COC(=O)[C@@]12CCCCC3=C1N(CCC3)C(=O)[C@H]2CC(=O)NCCCN1CCCC1=O
5	CC1(C(=O)NS(=O)(=O)c2cccc(F)c2)CCN1C(=O)C1CCCCC1 (stereo unspecified)
-3	COC(=O)[C@]12C[C@H](CC(=O)NCc3ccc(OC)c(OC)c3)C(=O)N(Cc3ccccc3)C1=C[C@H](COCc1ccccc1)O[C@@H]2C
-2	CCOC1=C2CN(S(=O)(=O)c3ccc(C)cc3)CC[C@@H]2N(S(=O)(=O)c2ccc(C)cc2)[C@H](c2ccccc2)C1
0	CN1OC[C@@H]2CN(C(=O)C(C)(C)C)[C@H](c3ccc(-c4cccnc4)cc3)C[C@@H]21
-1	COCCNC(=O)C1CCCN(Cc2ccc(C(C)C)cc2)CC1 (stereo unspecified)
1	CC(C)c1ccc(Nc2ncc3c(n2)CCN(C(=O)Nc2ccc(F)c(Cl)c2)C3)cc1
0	O=S1(=O)c2c(cccc2N2CCC[C@@H]2CO)O[C@@H]2CCN1C2
-10	NC(c1csc(Nc2cc(Oc3ccccc3)ncn2)n1)c1ccccc1Cl (stereo unspecified)
-4	CCCCNC(=O)C[C@H]1C[C@@]2(C(=O)OC)C(=C[C@H](C3CCCC3)O[C@@H]2C)N(CCC2=CCCCC2)C1=O
-10	CCc1nc2c(OCc3ccc(Cl)cc3)cccn2c1N(C)C(=O)c1ccncc1
-10	CC(C)CN1C(=O)C[C@@]2(C(=O)N(C)c3ccc(NC(=O)c4cc(F)ccc4F)cc32)C1c1ccccc1 (stereo partly specified)
3	Cc1ccc2nc(C3CCCCC3)c(Cc3cccc(F)c3)n2c1
-7	CC(=O)N[C@@H]1C[C@@H]2O[C@H](CO)CC[C@@H]2O[C@@H]1CCc1ccc(C#CC2(O)CCCC2)cc1
4	O=C(NCC1CCCO1)c1[nH]c(C(F)(F)F)nc1-c1ccccc1 (stereo unspecified)
-5	Cc1ccc(F)c(S(=O)(=O)NC(=O)C2(C)CCN2C(=O)c2cccc3ccccc23)c1 (stereo unspecified)
0	CC(C)Oc1ccc(F)cc1-c1cc(C(=O)Nc2ccccc2)[nH]n1
0	CCc1nc2ccc(C(=O)N3CCN(C(=O)c4ccco4)CC3)cn2c1N(C=O)Cc1ccc(OC)cc1
-2	NC(Cc1ccc(F)cc1)c1csc(Nc2nncc3ccccc23)n1 (stereo unspecified)
-7	CCCC[C@@H]1CC2=C(C(=O)OC(C)(C)O2)[C@H](c2ccc(C(C)C)cc2)O1
-4	O=C(Nc1ccc(Cl)cc1)OC1CCC12CCC(c1ccccc1)CC2 (stereo unspecified)
-2	COc1ccc(OC)c(S(=O)(=O)NC(=O)C2(C)CCN2C(=O)CC2CCCC2)c1 (stereo unspecified)
-2	O=S1(=O)c2c(cccc2N2CCC[C@H]2CO)O[C@@H]2CCN1C2
-1	CC1=C(C(=O)N(C(C)C)C(C)C)CC(CC(=O)NCCCN(C)C)C(=O)N1CCCN1CCCC1=O (stereo unspecified)
-6	COc1ccccc1-c1cc(NC=O)c2ncc(-c3ccc(S(C)(=O)=O)cc3)n2c1
0	O=C(c1ccncc1)N1CC[C@H]2[C@H](CCCN2Cc2cc(F)cc(F)c2)C1
-1	CCOC(=O)C1=CCC(c2ccc(C)cc2)N(S(=O)(=O)c2ccc(C)cc2)C1 (stereo unspecified)
-4	COc1ccc(CC(N)c2csc(NC(=O)Nc3ccccc3-c3ccccc3)n2)cc1 (stereo unspecified)
4	COc1ccc(-n2c(SCC(=O)NCC3CCCO3)nnc2-c2ccncc2)cc1 (stereo unspecified)
-2	Nc1nc2c(ncn2[C@@H]2O[C@H](CNCC3=Cc4cc(O)ccc4OC3)[C@@H](O)[C@H]2O)c(=O)[nH]1
-4	O=C(CC[C@H]1O[C@@H](n2ccc(=O)[nH]c2=O)[C@H](O)[C@@H]1O)N[C@@H](Cc1ccccc1)C(=O)NCC1CCCO1 (stereo partly specified)
-1	CC(=O)c1ccc(OCc2nnn(CC(=O)NS(=O)(=O)Cc3ccccc3)c2-c2ccccc2)cc1
2	CC(C)C(=O)N1CC[C@H]2[C@H](CCCN2Cc2ccc(F)cc2)C1
2	COP(=O)(OC)C(Cc1ccccc1)NC(=O)CNC(=O)OCc1ccccc1 (stereo unspecified)
-13	Cc1ccc2nc(-c3ccco3)c(Cc3cccc(Cl)c3)n2c1
-2	O=C(NCc1ccccc1)C1Cc2c(-c3ccc(Cl)cc3)ccnc2O1 (stereo unspecified)
-5	Cc1cccc(NC(=O)NN(C(=O)c2ccccc2Cl)C(C)(C)C)c1
-1	O=C(CCc1ccccc1)N[C@H]1[C@@H](OC(=O)c2ccco2)CCC[C@]12C(=O)N(Cc1ccccc1)c1ccccc12
5	CC1(C)OC(=O)C2=C(C[C@@H](C3CCCC3)O[C@@H]2c2ccc(Cl)cc2)O1
-4	CC(C)CNc1ncnc2c1ncn2[C@H]1CN(CCc2ccccc2)C[C@@H](CO)O1
-2	Cc1cccc(C)c1-n1nnnc1C1c2ccccc2C(=O)N1CCc1ccccc1F (stereo unspecified)
-3	O=C1CC(N2CCCC2)=NC(=O)N1c1ccc(Br)cc1
2	O=C(N[C@@H]1CC[C@@H](CCn2cc(-c3ccccc3)nn2)O[C@@H]1CO)c1cnccn1
i	CC(C)OC(=O)c1cc(C(=O)OC(C)C)cc([N+](=O)[O-])c1
-2	O=C(c1cccc(Oc2ccccc2)c1)N1CCC(Oc2cccnc2)CC1
0	CCOC(=O)[C@]12CCCC=C1N(Cc1ccc(Cl)cc1Cl)C(=O)[C@H](CC(=O)N1CCCCC1)C2
0	O=C(Nc1ccc2c(c1)OCO2)c1csc(COCCO)n1
-4	COc1ccccc1-c1cccc2nccn12
-3	N#Cc1ccc(-c2nc3ccc(Cl)cn3c2Cc2ccccc2)cc1
-5	COc1ccccc1NC(=S)OCCN1CCCC12CCC(c1ccccc1)CC2 (stereo unspecified)

Remaining list, next part
PI4K2A block	Molecule
0	CCCC1CCC2(CC1)CCC2OC(=S)Nc1ccc(N(C)C)cc1 (stereo unspecified)
2	CCC(C)Nc1nc(C)nc2c1nnn2Cc1ccccc1 (stereo unspecified)
0	CC(C)(C)c1cc(NC(=O)C2(C)CCN2C(=O)C2(c3ccccc3)CC2)no1 (stereo unspecified)
0	COCCCNc1ccn2nc(-c3ccc(Cl)cc3)cc2n1
-3	CCOC(=O)c1cc(-c2cccc(O)c2)oc1C
0	COc1ccc(CNC(=O)c2cn(Cc3ccccc3OC)c(=O)s2)cc1
-3	COc1ccc(-c2noc(C3CCCN(C(=O)Nc4cccc(C)c4)C3)n2)cc1 (stereo unspecified)
3	COc1ccc(NC(=O)C2c3ccccc3OCC(=O)N2CCc2ccccc2)cc1 (stereo unspecified)
0	C[C@@H](NC(=O)[C@H]1O[C@@H](n2cnc3c(N)ncnc32)[C@H](O)[C@@H]1O)c1cccc2ccccc12
1	CCCN(CCC)Cc1cc(=O)oc2cc(C)c(C)cc12
2	Cc1ccc2c(c1)C1CS(=O)(=O)N(C3CCCC3)C(=O)N1C2 (stereo unspecified)
4	CCc1nc2ccc(C(=O)N3CCNC(=O)C3)cn2c1N(C)CCC(C)C
-4	CC1(C(=O)NS(=O)(=O)c2ccc(Cl)cc2)CCN1C(=O)Cc1cc(F)ccc1F (stereo unspecified)
0	O=C1NC[C@H](CCCCN2CCN(Cc3ccccc3)C(=O)C2=O)N(CCc2ccccc2)C1=O
4	CCc1nc2c(OCc3cccc(Cl)c3)cccn2c1N(C)C(C)=O
-5	CC1(Br)C(Sc2ccccc2[N+](=O)[O-])=Nc2ccccc21 (stereo unspecified)

4 of the compounds above, with each value named:
canonical_smiles: COCCCNc1ccn2nc(-c3ccc(Cl)cc3)cc2n1
  PI4K2A block = 0
canonical_smiles: CCOC(=O)c1cc(-c2cccc(O)c2)oc1C
  PI4K2A block = -3
canonical_smiles: COc1ccc(CNC(=O)c2cn(Cc3ccccc3OC)c(=O)s2)cc1
  PI4K2A block = 0
canonical_smiles: COc1ccc(-c2noc(C3CCCN(C(=O)Nc4cccc(C)c4)C3)n2)cc1 (stereo unspecified)
  PI4K2A block = -3

Screens from PubChem BioAssay.

Only part of the results is shown, so the mix of outcomes need not match the whole.
